mut p53 react: restores mutant p53 pathway signaling in SW480 cells. AID 624151. activation, % at 9.98 µM. 28,000 compounds, 1.5% hits. SW480 PUMA-promoter luciferase, p53 mutant reactivation; in the data active = activation above about 52%
STK33 kin inh: blocks human STK33 kinase activity; Q9BYT3; AID 2322; ADP-Glo luminescence, MBP substrate; 27,000 compounds, 0.44% hits; inhibition, % at 12.5 µM; in the data active = inhibition above about 20%
Target sequence (Q9BYT3 whole entry, looked up): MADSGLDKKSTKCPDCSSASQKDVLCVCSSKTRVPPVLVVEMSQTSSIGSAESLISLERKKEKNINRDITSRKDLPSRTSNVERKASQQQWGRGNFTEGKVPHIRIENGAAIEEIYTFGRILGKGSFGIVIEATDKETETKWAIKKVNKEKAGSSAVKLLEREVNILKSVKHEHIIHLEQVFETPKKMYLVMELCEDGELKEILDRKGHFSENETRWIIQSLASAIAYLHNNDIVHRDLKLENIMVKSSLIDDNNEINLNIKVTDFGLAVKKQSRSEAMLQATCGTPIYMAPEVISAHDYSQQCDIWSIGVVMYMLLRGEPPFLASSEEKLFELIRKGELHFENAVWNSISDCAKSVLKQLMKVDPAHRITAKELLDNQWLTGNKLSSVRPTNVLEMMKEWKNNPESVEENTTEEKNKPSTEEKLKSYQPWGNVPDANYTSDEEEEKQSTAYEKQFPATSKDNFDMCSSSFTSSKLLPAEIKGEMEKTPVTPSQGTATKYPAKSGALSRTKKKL
Starred values were filed as active, the others as inactive; . = no result given.

SMILES	mut p53 react	STK33 kin inh
O=C(CCCn1cc([N+](=O)[O-])cn1)Nc1ccc(F)cc1	5	1
CC(C)(O)C#Cc1ccccc1C(=O)NC(Cc1c[nH]c2ccccc12)C(=O)O (configuration not stated)	-18	0
C[C@H]1CN([C@@H](C)CO)C(=O)c2cc(NC(=O)CCN3CCOCC3)ccc2O[C@@H]1CN(C)C(=O)NC1CCCCC1	.	1
O=C1CC(SCc2nc3ccccc3[nH]2)C(=O)N1c1ccc(F)cc1 (configuration not stated)	1	-1
NC(=NCc1ccc(Cl)cc1Cl)NC(=O)c1nc(Cl)c(N)nc1N	-70	2
C[C@@H]1CCCCO[C@H](CN(C)Cc2ccc(C(=O)O)cc2)[C@H](C)CN([C@@H](C)CO)C(=O)c2cc(NC(=O)c3ccncc3)ccc2O1	-3	.
O=C(COc1cccc(C(F)(F)F)c1)NCc1ccco1	1	-1
O=C(O)Cc1ccc(NC(=O)CN2C(=O)c3ccccc3C2=O)cc1	6	-1
C[C@@H]1CCCCO[C@@H](CN(C)C(=O)Nc2cccc3ccccc23)[C@@H](C)CN([C@H](C)CO)C(=O)c2cc(NC(=O)Nc3ccc(C(F)(F)F)cc3)ccc2O1	.	0
COC(=O)c1ccccc1NC(=O)CSc1nnc(-c2ccc(OC)cc2)n1C	-11	0
CC1=CCC[C@@H]2[C@@](C)(CCc3ccoc3)[C@H](C(=O)O)CC[C@@]12C	13	-5
COc1ccc(NC(=O)COc2ccc(C(C)(C)C)cc2Br)c([N+](=O)[O-])c1	12	0
C[C@H](CO)N1C[C@H](C)[C@@H](CN(C)Cc2ccncc2)Oc2ccc(NC(=O)NC3CCCCC3)cc2C1=O	2	.
Cc1ccc(SC(C)C(=O)Nc2ccc(C(C)(C)C)cc2)cc1 (configuration not stated)	.	1
O=C(CSCc1ccccc1Br)Nc1cccnc1	40	-5
COc1ccc(S(=O)(=O)Nc2ccc3c(c2)CC(=O)N([C@@H](C)CO)C[C@@H](C)[C@@H](CN(C)S(=O)(=O)c2ccc(OC)cc2)O3)cc1	5	-1
COc1ccc(-n2c(SCC(=O)c3ccc(Cl)cc3)nnc2-c2ccccc2)cc1	-4	2
CNC[C@H]1Oc2ccc(NS(C)(=O)=O)cc2C(=O)N([C@H](C)CO)C[C@@H]1C	7	.
C[C@@H]1CN([C@H](C)CO)C(=O)c2cccc(NS(=O)(=O)c3cccs3)c2O[C@H]1CN(C)Cc1ccc(Oc2ccccc2)cc1	10	.
C[C@H](CO)N1C[C@H](C)[C@H](CN(C)C(=O)Nc2cccc(F)c2)OCc2ccccc2-c2c(n(C)c3ccccc23)C1=O	-6	.
N#Cc1ccccc1NC(=O)CS(=O)(=O)Cc1ccccc1	0	-7
CC(C)C#Cc1cnc2c(c1)C(=O)N([C@H](C)CO)C[C@@H](C)[C@@H](CN(C)C(=O)Nc1ccc(F)cc1)O2	-1	.
Cc1cc(-c2nc3ccccc3s2)ccc1NC(=O)COc1ccccc1[N+](=O)[O-]	40	-1
Cc1ccc(S(=O)(=O)N(C)C[C@@H]2Oc3ccc(NC(=O)Nc4ccc(F)cc4)cc3CC(=O)N([C@H](C)CO)C[C@@H]2C)cc1	.	-6
C[C@@H]1CCCCO[C@@H](CN(C)C(=O)CCCN(C)C)[C@@H](C)CN([C@H](C)CO)C(=O)c2cc(NC(=O)Nc3ccc(F)cc3)ccc2O1	.	-3
C[C@H](CO)N1C[C@H](C)[C@@H](CN(C)C)Oc2ccc(NC(=O)NC3CCCCC3)cc2C1=O	5	.
C[C@@H]1CN([C@H](C)CO)C(=O)c2cccc(NC(=O)Nc3cccc4ccccc34)c2O[C@@H]1CN(C)C(=O)NC1CCCCC1	-16	.
COc1cc(CO)cc(Cl)c1OCC(=O)Nc1ccccc1F	18	-1
C[C@H](CO)N1C[C@H](C)[C@@H](CN(C)Cc2ccc3c(c2)OCO3)OCc2cn(nn2)CCCC1=O	-2	0
Cc1ccc(NC(=O)CSc2n[nH]c(-c3ccccc3)n2)c(C)c1	8	14
COc1cc(C(=O)Oc2ccccc2NC2=NS(=O)(=O)c3ccccc32)cc(OC)c1OC	-8	0
O=C1O[C@H](c2ccccc2)[C@H](c2ccccc2)N2[C@H]1[C@@H](C(=O)O)[C@]1(C(=O)Nc3ccccc31)[C@H]2c1ccccc1OCCO	.	10
N=c1n(CC(=O)c2ccco2)c2ccccc2n1Cc1ccccc1	.	1
Cc1noc(C)c1S(=O)(=O)N(C)C[C@@H]1OCCCC[C@H](C)Oc2ccc(NC(=O)NC(C)C)cc2C(=O)N([C@@H](C)CO)C[C@H]1C	-6	.
COc1ccc(S(=O)(=O)N2Cc3ccccc3CC2C(=O)Nc2sc3c(c2C#N)CCCC3)cc1 (configuration not stated)	-7	13
COc1ccc(S(=O)(=O)N(C)C[C@H]2Oc3c(NS(=O)(=O)c4ccc(F)cc4)cccc3C(=O)N([C@H](C)CO)C[C@H]2C)cc1	20	.
C[C@H](CO)N1C[C@H](C)[C@H](CN(C)Cc2ccc(Cl)c(Cl)c2)Oc2ccc(NC(=O)CCC(F)(F)F)cc2CC1=O	.	2
CCOC(=O)CSc1nc(Nc2ccc(OC)cc2)c2cnc(N(CC)CC)nc2n1	.	1
CC(C)NC(=O)Nc1ccc2c(c1)C(=O)N([C@H](C)CO)C[C@H](C)[C@H](CN(C)C(=O)Nc1ccc3c(c1)OCO3)OCCCC[C@H](C)O2	-7	.
Cc1c(C(=O)N(C)C)sc2[nH]c(=O)n(-c3ccccc3C(F)(F)F)c(=O)c12	-11	.
Nc1cc(N)nc(SCC(=O)Nc2cccc(C(F)(F)F)c2)n1	16	-2
C[C@@H]1CN([C@@H](C)CO)C(=O)c2cccc(NC(=O)Nc3ccccc3)c2O[C@H]1CN(C)C(=O)Nc1ccccc1	2	.
Cc1cc(SCC(=O)N2CCC(c3noc4ccc(F)cc34)CC2)nc2ccccc12	-10	1
CCn1c(SCC(=O)Nc2ccccc2OC)nnc1-c1ccc(Br)cc1	-2	0
Cc1noc(C)c1NC(=O)Nc1cccc2c1O[C@@H](CN(C)C(=O)NC1CCCCC1)[C@H](C)CN([C@H](C)CO)C2=O	-8	.
COc1ccc(S(=O)(=O)Nc2ccc3c(c2)C(=O)N([C@H](C)CO)C[C@@H](C)[C@H](CN(C)Cc2ccc(C(F)(F)F)cc2)OCCCC[C@@H](C)O3)cc1	-76	.
C[C@@H]1CN([C@H](C)CO)C(=O)Cc2cc(NC(=O)C3CC3)ccc2O[C@@H]1CN(C)S(=O)(=O)c1ccc(Cl)cc1	.	-5
O=C1O[C@@H](c2ccccc2)[C@@H](c2ccccc2)N2[C@@H](c3ccccc3OCCO)[C@]3(C(=O)Nc4ccccc43)[C@@H](C(=O)NC[C@H](O)c3ccccc3)[C@H]12	.	13
C[C@@H]1CCCCO[C@@H](CN(C)CC2CC2)[C@H](C)CN([C@H](C)CO)C(=O)c2cc(NC(=O)CCCN(C)C)ccc2O1	9	.
C/C=C/c1ccc2c(c1)O[C@H](CN(C)C(=O)c1ccccc1F)[C@@H](C)CN([C@@H](C)CO)S2(=O)=O	-4	.
C[C@@H]1CN([C@@H](C)CO)C(=O)c2cc(NC(=O)Cc3cn(C)c4ccccc34)ccc2O[C@@H]1CN(C)Cc1ccncc1	.	1
COc1ccc(Cl)c(Cn2c(NCc3ccccn3)nc3c2c(=O)n(C)c(=O)n3C)c1	4	4
COc1ccccc1CC(=O)Nc1ccc(-c2noc(-c3ccc(Cl)cc3)n2)cc1	7	-2
Cc1cc(C(F)(F)F)nn1CCCNC(=O)c1cc(-c2cccnc2)nc2ccc(Cl)cc12	-1	0
CNC[C@@H]1OCCCC[C@@H](C)Oc2ccc(NS(=O)(=O)c3cccs3)cc2C(=O)N([C@H](C)CO)C[C@H]1C	3	.
C[C@@H]1CN([C@@H](C)CO)C(=O)CCCn2nncc2CO[C@@H]1CN(C)Cc1ccc2c(c1)OCCN2C	-5	-1
C[C@@H]1CN([C@@H](C)CO)C(=O)c2cc(NC(=O)Nc3ccc(C(F)(F)F)cc3)ccc2O[C@@H]1CN(C)Cc1ccc(C(F)(F)F)cc1	.	2
Cc1ccccc1OCCn1c(C(O)c2ccccc2)nc2ccccc21 (configuration not stated)	1	3
CC(C)COC(=O)N(C)C[C@@H]1OCc2cnnn2CCCC(=O)N([C@@H](C)CO)C[C@@H]1C	.	-2
CC(=O)c1cccc(N(CC(=O)N2CCOCC2)S(C)(=O)=O)c1	2	0

Part of the list above, reformatted.
Structure | mut p53 react | STK33 kin inh
COC(=O)c1ccccc1NC(=O)CSc1nnc(-c2ccc(OC)cc2)n1C | -11 | 0
CC1=CCC[C@@H]2[C@@](C)(CCc3ccoc3)[C@H](C(=O)O)CC[C@@]12C | 13 | -5
COc1ccc(NC(=O)COc2ccc(C(C)(C)C)cc2Br)c([N+](=O)[O-])c1 | 12 | 0
C[C@H](CO)N1C[C@H](C)[C@@H](CN(C)Cc2ccncc2)Oc2ccc(NC(=O)NC3CCCCC3)cc2C1=O | 2 | .
Cc1ccc(SC(C)C(=O)Nc2ccc(C(C)(C)C)cc2)cc1 (configuration not stated) | . | 1
O=C(CSCc1ccccc1Br)Nc1cccnc1 | 40 | -5
COc1ccc(S(=O)(=O)Nc2ccc3c(c2)CC(=O)N([C@@H](C)CO)C[C@@H](C)[C@@H](CN(C)S(=O)(=O)c2ccc(OC)cc2)O3)cc1 | 5 | -1
COc1ccc(-n2c(SCC(=O)c3ccc(Cl)cc3)nnc2-c2ccccc2)cc1 | -4 | 2
CNC[C@H]1Oc2ccc(NS(C)(=O)=O)cc2C(=O)N([C@H](C)CO)C[C@@H]1C | 7 | .
C[C@@H]1CN([C@H](C)CO)C(=O)c2cccc(NS(=O)(=O)c3cccs3)c2O[C@H]1CN(C)Cc1ccc(Oc2ccccc2)cc1 | 10 | .
C[C@H](CO)N1C[C@H](C)[C@H](CN(C)C(=O)Nc2cccc(F)c2)OCc2ccccc2-c2c(n(C)c3ccccc23)C1=O | -6 | .
N#Cc1ccccc1NC(=O)CS(=O)(=O)Cc1ccccc1 | 0 | -7
CC(C)C#Cc1cnc2c(c1)C(=O)N([C@H](C)CO)C[C@@H](C)[C@@H](CN(C)C(=O)Nc1ccc(F)cc1)O2 | -1 | .
Cc1cc(-c2nc3ccccc3s2)ccc1NC(=O)COc1ccccc1[N+](=O)[O-] | 40 | -1

Remaining list, next part.
SMILES	mut p53 react	STK33 kin inh
C[C@H]1CN([C@@H](C)CO)C(=O)c2cc(N(C)C)ccc2O[C@@H]1CN(C)C(=O)NC1CCCCC1	6	-1
COC(=O)c1ccccc1NC(=O)Cn1nc(C(F)(F)F)c2c1CCCCC2	-2	2
C[C@@H]1CN([C@@H](C)CO)C(=O)Cc2cc(NC(=O)Cc3cn(C)c4ccccc34)ccc2O[C@@H]1CN(C)C(=O)Nc1cccc2ccccc12	.	1
CC1(C)CC(n2c(SCC(=O)c3ccc(Br)cc3)nc3ccccc3c2=O)CCO1 (configuration not stated)	8	1
COc1ccccc1CC(=O)Nc1cc(OC)c(OC)cc1C(=O)O	-18	2
C[C@@H](NC(=O)C[C@H]1C[C@@H]2c3cc(NC(=O)C4CCOCC4)ccc3O[C@@H]2[C@@H](CO)O1)c1ccccc1	1	.
C[C@@H]1O[C@@H](Oc2cc(O)c3c(=O)c(O[C@@H]4O[C@@H](C)[C@H](O)[C@@H](O[C@@H]5OC[C@@H](O)[C@H](O)[C@H]5O)[C@H]4O[C@@H]4O[C@H](CO)[C@@H](O)[C@H](O)[C@H]4O)c(-c4ccc(O)c(O)c4)oc3c2)[C@H](O)[C@H](O)[C@H]1O	-10	-8
N#Cc1cc2c(nc1SCC(=O)Nc1ccc(Cl)cc1)CCCCCC2	-13	5
C[C@H]1CN([C@@H](C)CO)C(=O)c2cc(NC(=O)NC3CCCCC3)ccc2O[C@H]1CN(C)C(=O)Nc1ccc(F)cc1	3	.
C[C@H]1CN([C@@H](C)CO)C(=O)c2cc(/C=C/c3ccccc3)cnc2O[C@@H]1CN(C)S(=O)(=O)c1cccs1	-25	.
CCC/C=C/C=C/C1CC(O)C(O)C(O)C1CO (configuration not stated)	6	-1
COc1ccc(CN(C)C[C@@H]2Oc3c(NS(=O)(=O)c4c(C)noc4C)cccc3C(=O)N([C@@H](C)CO)C[C@@H]2C)cc1	6	.
C[C@H]1CN([C@@H](C)CO)C(=O)CCCn2nncc2CO[C@H]1CN(C)Cc1ccc2c(c1)OCCN2C	3	1
CC1=C(C#N)C(C(F)(F)F)(C(F)(F)F)N=C(c2ccncc2)N1	-33	.
COc1ccccc1OCC(=O)Nc1c[nH]c(=O)[nH]c1=O	11	-3
COc1cc(/C=C/c2cc(O)cc(O[C@@H]3O[C@H](CO)[C@@H](O)[C@H](O)[C@H]3O)c2)ccc1O[C@@H]1O[C@H](CO)[C@@H](O)[C@H](O)[C@H]1O	15	10
Cc1noc(C)c1NC(=O)N(C)C[C@@H]1OCCCC[C@@H](C)Oc2ccc(NC(=O)C3CCCCC3)cc2C(=O)N([C@H](C)CO)C[C@@H]1C	.	0
C[C@H](CO)N1C[C@H](C)[C@H](CN(C)C)Oc2ccc(NS(=O)(=O)c3ccccc3)cc2CC1=O	5	1
Cc1noc(C)c1S(=O)(=O)Nc1ccc2c(c1)CC(=O)N([C@@H](C)CO)C[C@H](C)[C@H](CN(C)Cc1ccccc1)O2	.	0
C[C@@H]1CN([C@@H](C)CO)C(=O)c2cccc(NC(=O)Nc3ccc(F)cc3)c2O[C@H]1CN(C)Cc1ccccc1	-11	.
CC(C)NC(=O)Nc1ccc2c(c1)C(=O)N([C@H](C)CO)C[C@@H](C)[C@@H](CN(C)C(=O)Cc1ccccc1)OCCCC[C@H](C)O2	-12	.
CCc1ccccc1NC(=O)CSc1ncnc2sc(C)c(C)c12	-1	8
CCn1c(SCC(=O)c2c[nH]c3ccccc23)nnc1-c1cccs1	-7	-1
C[C@@H]1CN([C@@H](C)CO)C(=O)Cc2cc(NC(=O)C3CC3)ccc2O[C@@H]1CN(C)Cc1ccc(-c2ccccc2)cc1	-2	-4
C[C@H](CO)N1C[C@H](C)[C@@H](CN(C)C(=O)Nc2cc(F)ccc2F)Oc2cc(/C=C/c3ccccc3)ccc2S1(=O)=O	-33	.

Not all compounds are listed; the hit share may differ from the screen's.
